RmlCD inh mix = RmlC and RmlD coupled enzyme inhibitors, primary screen, biochemical, 384-well, compound mixtures, retest | inhibition, % at 5.5 µM | RmlC/RmlD coupled enzyme inhibition, 384-well mixture HTS | 110,000 tested, 0.39% active; in the data active means inhibition above about 30%, passing the limit was not always enough; further: strong numbers were not always called active
HIV RNase H inh = HIV-1 RT RNase H inhibitors, primary screen, biochemical, fluorescence; Gag-Pol polyprotein (Human immunodeficiency virus type 1 group M subtype B (isolate …; inhibition, % at 10 µM; AID 565, 2006; RT-RNase H RNA/DNA duplex cleavage; 65,000 tested, 1.9% active; in the data active means inhibition above about 50%
Numbers without * were called inactive; x = no result given. Not all compounds are listed; count on the stated rates, not on these rows.

compound	RmlCD inh mix	HIV RNase H inh
Cc1cc(NC(=O)CN2CCN(S(=O)(=O)c3ccc4ccccc4c3)CC2)no1	-7.4	x
COc1cc2c3c(c1)c(C1=NC(=S)NC1=O)c(O)n3C(C)(C)C=C2C	2.1	x
CCCC1S/C(=N/N=C/c2ccc(OC)cc2)N(Cc2ccccc2)C1=O (stereo unspecified)	12.5	x
CCO[C@@H]1OC(C(=O)NC2CC2)=C[C@H](c2ccc(Br)cc2)[C@H]1CCCO	-6.9	x
Cc1nc(C)c(C(=O)C2=C(O)C(=O)N(CCN(C)C)C2c2cccs2)s1 (stereo unspecified)	7.5	-5.8
CCOc1cc(S(=O)(=O)N(CC)CC)ccc1F	7.8	x
CCCC12CN3CC(C)(CN(C1)C3c1ccc(OC(C)C)cc1)C2=O (stereo unspecified)	82.1	2.8
Cn1c(=O)c2c(nc(SCc3ccccc3)n2Cc2ccc(Cl)cc2)n(C)c1=O	6.2	x
Cn1c(C(=O)NCCN2CCCCCC2)cc2c(=O)n(C)c3ccccc3c21	13.4	-3.8
O=C1C(C=NCC2CCCO2)=C(O)c2ccccc21 (stereo unspecified)	10.4	-8.0
COc1ccc(CCNS(=O)(=O)c2cn(C)c(=O)n(C)c2=O)cc1	4.4	x
COc1ccc(C(c2nnnn2CCc2ccccc2)N2CCN(C3CCCC3)CC2)cc1OC (stereo unspecified)	2.1	-8.1
Cc1nc2ccccc2c(=O)n1NC(=O)C1CCCCC1	-9.8	-7.1
CCn1cc([N+](=O)[O-])c(C(=O)N2N=C(c3ccc4ccccc4c3)CC2c2cc(Br)ccc2O)n1 (stereo unspecified)	35.0	x
COCc1cc(=O)[nH]c(Nc2nc(C)c3ccccc3n2)n1	5.4	x
Cc1ccc(-c2nnn(CC(=O)N(Cc3ccco3)C(C(=O)NC3CCCC3)c3cccs3)n2)o1 (stereo unspecified)	-9.1	x
C/C=C(/C(=C/C)c1ccc(O)cc1)c1ccc(O)cc1	-13.8	-54.1
Cc1cc(C)c2nc(C(F)(F)F)c(C#N)c(N)c2c1	4.3	x
COc1cc2ccccc2cc1C(=O)O	8.3	x
CCN(CC)C(=O)CSc1nnc(-c2ccccc2)o1	1.7	x
Cc1ccc(-c2noc(CCC(=O)NC3CCN(Cc4ccccc4)CC3)n2)cc1	-18.2	-48.7
CCOC(=O)c1sc(NC(C)=O)cc1C	-4.2	0.2
N#CC(C(=O)OCc1ccccc1)c1nc2ccccc2nc1N1CCOCC1 (stereo unspecified)	-13.4	-9.3
CCC(=O)N(Cc1cc2cc(OC)ccc2[nH]c1=O)c1ccc(C)cc1C	-8.2	-5.2
COc1ccc(C(=O)N(Cc2ccccc2)Cc2cc3cc4c(cc3[nH]c2=O)OCCO4)cc1	11.1	x

2 of the compounds above, with each value named.
COc1ccc(C(c2nnnn2CCc2ccccc2)N2CCN(C3CCCC3)CC2)cc1OC (stereo unspecified)
  RmlCD inh mix: 2.1; HIV RNase H inh: -8.1
Cc1nc2ccccc2c(=O)n1NC(=O)C1CCCCC1
  RmlCD inh mix: -9.8; HIV RNase H inh: -7.1

The listing continues.
compound	RmlCD inh mix	HIV RNase H inh
COc1ccc2oc(=O)c(C(=O)NCc3ccc4c(c3)OCO4)cc2c1	-0.2	x
CCCS(=O)(=O)N1CCCC(c2nc(-c3cccc(OC)c3)no2)C1 (stereo unspecified)	-6.9	1.1
CC(/C=C1\N=C(SCc2ccccc2Cl)SC1=O)=C\c1ccccc1	0.8	x
Cc1ccc(NC2=C(Cl)C(=O)OC2OC(=O)c2ccco2)cc1 (stereo unspecified)	-33.8	x
O=C(O)C1CC(=O)N(Cc2ccc3c(c2)OCO3)C1 (stereo unspecified)	-5.8	2.0
CC(C)CCNC(=O)C1CCN(C(=O)N(C)C)CC1	-9.4	-5.3
COCc1cc(C)nc(OCC(=O)N/N=C\c2cc(C)n(-c3cccc(C(F)(F)F)c3)c2C)c1C#N	3.4	x
CCCCCCNc1cc2n(c(=O)n1)CCc1cc(OC)c(OC)cc1-2	-7.9	-22.2
COc1ccc(NC(=O)Nc2ccc3nc(C)c(C)nc3c2)cc1	-21.2	x
Cc1onc(-c2c(F)cccc2Cl)c1C(=O)OCC(=O)Nc1c(C)n(C)n(-c2ccccc2)c1=O	6.5	-0.4
COc1ccc(CNC(=O)c2noc3c2CCCC3)cc1	-56.7	-2.1
CCCc1nc2ccccc2n1CCOc1ccccc1	-24.6	x
Cn1c2c(c(=O)n(C)c1=O)CN(Cc1ccc(F)cc1)CN2	4.6	-13.7
Cc1ccc(S(=O)(=O)NC(C)C(=O)NC2CCCCCC2)cc1 (stereo unspecified)	-3.6	17.2
O=C(CSc1nnc(COc2ccccc2)n1-c1ccccc1)c1ccccc1	-4.7	x
O=C1NC(c2cc3c(cc2Cl)OCO3)Oc2ccccc21 (stereo unspecified)	-1.4	-17.5
C/C(=N\NC(=O)Cc1cccn1C)c1ccc2ccccc2c1	0.8	x
C=CCc1ccccc1OCC(CN1CCCCC1)OC(C)=O (stereo unspecified)	-6.5	-9.8
CCCN(CCC)Cc1cc2ccccc2c2c1COC2	-12.1	x
O=C(Nc1ccccn1)c1ccc(COc2ccccc2Cl)o1	-15.9	x
Cc1ccc(CCN2CC(C(=O)NCCCN3CCCCCC3)CC2=O)cc1 (stereo unspecified)	6.4	-5.5
Cc1nn(C)c(C)c1S(=O)(=O)N1CCC(C(=O)NC2CCCc3ccccc32)CC1 (stereo unspecified)	-13.4	-2.9
CCOc1nc(-c2ccccc2)ccc1-c1noc(COC)n1	3.0	-30.7
COC(=O)C1C(=O)C2=C(CC1C)NC(=O)CC2c1ccccc1 (stereo unspecified)	-4.7	0.0
N#CC1=C(SCC(=O)c2ccc(Br)cc2)NC2=C(C(=O)CCC2)C1c1ccco1 (stereo unspecified)	x	32.8

(further entries)
compound	RmlCD inh mix	HIV RNase H inh
O=C(Nc1cccc(-c2nnc(-c3ccccc3)o2)c1)C1CCCO1 (stereo unspecified)	7.1	-5.0
CCn1c(SC)nnc1-c1ccc(S(=O)(=O)N2CCCCC2)cc1	7.3	x
CCCCn1cnc2c(cnn2-c2ccc(Cl)cc2)c1=O	-3.7	11.3
O=C(Cc1ccc2cccnc2c1)c1ccc(O)cc1O	-2.2	-36.8
Cc1c(/C=N/NC(=O)C(C)(C)Oc2ccc(Cl)cc2)cnn1C	14.6	x
COc1ccc(NC(=O)/C=C/C(=O)O)cc1Cl	-4.7	x
CC1=N/C(=C\c2ccc([N+](=O)[O-])cc2)C(=O)N1c1ccc(Br)c(C)c1	-4.5	x
O=C(O)C1CCN(c2nc(-c3ccccc3)nc3c2oc2ccccc23)CC1	-11.9	-9.8
CCn1c(=O)c2c(cnn2C)c2ccccc21	36.4	-14.9
O=C(COc1ccc(Cl)cc1Cl)NC(=S)N1CCCc2ccccc21	-10.3	x
C=CCn1c(=O)n(CCOC)c(=O)c2sc3ccccc3c21	9.7	-40.0
COc1ccccc1NC(=O)CSc1nnnn1C	1.7	5.5
Cc1ccnc(NS(=O)(=O)c2ccc(NC(=O)C34CC5CC(CC(C5)C3)C4)cc2)n1	6.2	x
COc1ccc(S(=O)(=O)N(c2onc(C)c2Cl)S(=O)(=O)c2ccc(OC)c(OC)c2)cc1OC	-5.2	x
COc1ccc(-n2cnnc2)cc1	x	-5.1
CC(NC(=O)Cn1nc(-c2ccccc2)c2ccccc2c1=O)c1ccccc1 (stereo unspecified)	-10.5	x
O=C(Cc1ccsc1)NCC(c1ccco1)N1CCCCC1 (stereo unspecified)	-12.5	5.0
CCS(=O)(=O)n1nc(-c2ccc(Cl)cc2)nc1SC	-9.2	x
CCCCOCCCNS(=O)(=O)c1ccccc1	-11.4	-3.2
CCc1ccccc1N(CC)C(=O)c1cn(C)c(=O)c2cc(OC)c(OC)cc12	-4.5	-5.3
O=C(CN(c1ccc(F)cc1)S(=O)(=O)c1ccc2c(c1)OCCO2)NCc1ccccn1	7.3	-18.2
CC1CCCCN1S(=O)(=O)c1ccc(S(=O)(=O)NCCc2ccncc2)cc1 (stereo unspecified)	8.0	x
Cc1c(C(=O)N2CC(C)OC(C)C2)sc2nc(-c3ccccc3)cn12 (stereo unspecified)	x	0.7
O=c1c2ccccc2nc(SCc2cc(=O)n3ccsc3n2)n1CCCO	-2.4	x
CC1=N/C(=C\c2ccc([N+](=O)[O-])cc2)C(=O)N1c1ccc(Cl)cc1	8.5	x

The listing continues.
compound	RmlCD inh mix	HIV RNase H inh
COC(=O)CSc1nnc(C)c(=O)[nH]1	-8.5	-1.9
CN1CCN(C(=O)C2=C[C@H](c3coc4ccccc4c3=O)C[C@H](OCc3ccc(CO)cc3)O2)CC1	19.2	x
Cc1oc2cc(O)ccc2c(=O)c1N1C(=O)c2ccccc2C1=O	3.9	2.7
O=C(Nc1nccs1)C1CCN(S(=O)(=O)c2ccc3c(c2)OCCCO3)CC1	8.2	-15.6
Cc1cc(C(=O)COc2ccc(-c3nnco3)cc2)c(C)n1Cc1ccccc1	6.7	-8.2
Cn1c(NCc2cccnc2)nc2c1c(=O)n(Cc1ccccc1F)c(=O)n2C	4.3	-0.6
c1ccc2c(c1)nc(N1CCN(C3CCCCC3)CC1)c1nnnn12	-12.4	-5.2
c1ccc(Cn2nnnc2C(c2cccs2)N2CCSCC2)cc1 (stereo unspecified)	-8.1	-9.4
CC1(C)CC(=O)C(C2(O)C(=O)NC(=O)NC2=O)=C(O)C1	2.8	-3.8
COc1ccc(NCc2nnc(SCC(=O)NCc3ccccc3)n2-c2ccccc2OC)cc1	3.6	x
COC(=O)c1ccc(NC(=O)CSCc2ccc(C)cc2)cc1	-11.4	x
CC(C)c1onc(C(=O)N2CCN(Cc3ccccc3)CC2)c1[N+](=O)[O-]	-4.9	x
CC(C)Cn1nc(NS(=O)(=O)c2ccccc2)c2cc3ccccc3nc21	-21.4	-0.9
Cc1cc(C(=O)O)c(CSCc2cc(C(=O)O)oc2C)o1	13.0	x
COc1cc2ccccc2cc1C(=O)Nc1cccnc1	-14.6	-38.6
CCC(=O)N1CCN(c2ccc(NC(=O)c3ccc4c(c3)OCO4)cc2)CC1	8.7	-8.1
CCCNS(=O)(=O)c1ccc(OCC(=O)NCCCOC)cc1	-90.2	-6.0
O=C(Nc1cccc2c1[nH]c1ccccc12)C(F)(F)F	5.9	x
O=S(=O)(c1ccc2c(c1)nc(COc1ccc(Cl)cc1)n2CC1CCCO1)N1CCOCC1 (stereo unspecified)	-15.7	-44.1
Cc1[nH]c(=S)n(CC2CCCO2)c1C (stereo unspecified)	7.2	4.4
CC(=O)Nc1ccc(NC(=O)C(C)O/N=C/c2cccc([N+](=O)[O-])c2)cc1 (stereo unspecified)	4.1	x
O=C(C1CCCN(S(=O)(=O)c2cccnc2)C1)N1CCN(c2ccccn2)CC1 (stereo unspecified)	-11.1	-14.4
COc1ccc(Cn2nnnc2C(c2cccnc2)N2CCN(c3ccc(O)cc3)CC2)cc1 (stereo unspecified)	-6.2	80.0*
NC(=O)C1CCN(C(=O)c2ccco2)CC1	12.7	x
CSCCC(NC(=O)c1ccc(C)o1)C(=O)O (stereo unspecified)	17.8	-10.9

Compound profiles (already shown). Order of screens: RmlCD inh mix | HIV RNase H inh
Entry for O=C(C1CCCN(S(=O)(=O)c2cccnc2)C1)N1CCN(c2ccccn2)CC1 (stereo unspecified) → -11.1 | -14.4
Entry for O=S(=O)(c1ccc2c(c1)nc(COc1ccc(Cl)cc1)n2CC1CCCO1)N1CCOCC1 (stereo unspecified) → -15.7 | -44.1
Entry for COC(=O)c1ccc(NC(=O)CSCc2ccc(C)cc2)cc1 → -11.4 | x
Entry for O=C(Nc1cccc2c1[nH]c1ccccc12)C(F)(F)F → 5.9 | x

Carrying on.
compound	RmlCD inh mix	HIV RNase H inh
CN1C(=O)N(C)C(=O)C2(Cc3c(nc4ccccn4c3=O)N3CCc4ccccc4C32)C1=O (stereo unspecified)	7.2	-2.5
COc1ccccc1CNC(=O)c1cc2c(C)nn(Cc3ccc(F)cc3)c2s1	2.1	x
O=C(/C=C/c1ccc2c(c1)OCO2)c1ccc(F)cc1	15.6	x
COc1ccccc1C(=O)n1nc(C)cc1C	-4.0	-17.0
CCC(NS(=O)(=O)c1ccc(C)cc1)C(=O)O (stereo unspecified)	12.3	0.5
CN(CCNC(=O)c1cn(C)c2ccc(S(=O)(=O)N(C)C)cc2c1=O)CCc1ccccc1	-9.6	-4.5
COc1ccc(S(=O)(=O)N2CCC[C@H]2C(=O)NC2=NCCS2)cc1	4.7	x
NC(=O)c1c(NC(=O)CN2CCOCC2)sc2c1CCC2	-15.0	3.3
CCCCCCC(=O)Nc1nnc(CC)s1	-10.2	x
C[N+]1(C)CCN(c2ccccc2)CC1	-11.2	-6.0
CCOc1ccc(OCC(=O)NCCc2nc3ccccc3[nH]2)cc1	-16.8	x
CCC(C)NC(=O)C1CCC(=O)N(c2ccc3c(c2)OCO3)C1c1ccc(OC)cc1 (stereo unspecified)	-6.7	-2.5
CCOc1cccc(C(=O)N(Cc2ccco2)C2CCS(=O)(=O)C2)c1 (stereo unspecified)	-7.5	-1.5
Cc1cc(-c2cc(-c3ccc(Cl)cc3)on2)nc(NC2CCCC2)n1	-0.9	x

Screens: PubChem, several laboratories
